KCNH2 WT inh: blocks the wildtype human KCNH2 potassium channel. U2OS, BacMam KCNH2, thallium flux FluxOr; stronger effect = lower value. activity change, % at 1.84 µM. 340,000 compounds, 0.37% hits. AID 720551;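 active = maximum activity change below -70%; inconclusive = maximum activity change between -70% and -50%; inactive = maximum activity change above -50%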; note: % is set by controls: 0 for no effect and ±100 for the full control effect
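U2OS cells transduced with wild-type KCNH2 virus are loaded with FluxOr dye for 45 min, and thallium flux is measured in kinetic reads before and after stimulation buffer. Rate constants are normalized to DMSO controls.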
CXXC DNA block: MLL CXXC-DNA interaction inhibition. Potency, µM (highest dose often 115 µM), inactives show at the highest dose activity change, negative = inhibition, most hits filed as inhibitors. Q03164. MLL-CXXC / FITC-HOXA9 DNA fluorescence polarization. 290,000 compounds, 0.037% hits; active = well fitted inhibition curve with a large enough effect in the polarisation, with a control signal flat, not every such curve was filed as active; inconclusive = small, poorly fitted or top-dose-only effect, or effect the other way, or a change in a side signal; inactive = no such curve, though single readings can be large or run the other way; the % refers to the polarisation; note: potency is the fitted concentration of half-maximal effect
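Steps: dispense CXXC domain solution (7 uM) → pin compounds or unlabeled HOX-A9 DNA control → 5 min ambient → add FLSN-HOX-A9 solution (50 nM) → spin → 30 min ambient → fluorescence polarization. Tris pH 7.5/NaCl/DTT/BSA buffer.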
BCR signal inh: chronic active BCR signaling inhibition; ABC-DLBCL IkBa-CBG/CBR reporter, luminescence ratio, 4 h; Potency, µM (highest dose often 46.1 µM), inactives show top-dose ratio change, negative = lower green/red ratio, usual class: inhibitors; 340,000 compounds, 0.05% hits; AID 493014; active = well fitted inhibition curve with a large enough effect in the signal ratio, with a control signal flat, not every such curve was filed as active; inconclusive = small, poorly fitted or top-dose-only effect, or effect the other way, or a change in a side signal; the % refers to the signal ratio;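 note: potency is the fitted concentration of half-maximal effect; plate controls were basal doxycycline-induced cells for no effect and cells given 10 µM MG132 for full effect; MG132 reads +100%, hits lower the ratio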
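TMD8 ABC-DLBCL cells carrying doxycycline-inducible green luciferase fused to IkappaBalpha plus unfused red luciferase were exposed to compounds (up to 46 uM) for 4 hrs at 37C. Activity came from the overlap-corrected green/red luminescence ratio.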
TSHR antagonist: human thyrotropin receptor antagonism; TSHR-expressing cells, TSH-stimulated cAMP HTRF, 2 h; stronger effect = lower value; activity change, negative = inhibition, % at 11.5 µM; 330,000 compounds, 0.2% hits;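 active = activity change below a set negative limit, meaning inhibition stronger than a set level, cut at about -70% in these data; inconclusive = activity change between two set negative limits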; note: % is set by controls: 0 for no effect and ±100 for the full control effect
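TSHR-expressing cells, 200/well, pre-treated with compound, then stimulated with EC80 TSH (4nM final) for 2 hours at 37 deg C. cAMP measured by competitive HTRF: anti-cAMP cryptate antibody in lysis buffer plus cAMP-d2, read after 30 minutes at room temperature.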
TCR act: activates T cell receptor signaling; primary human leukocytes, anti-CD3, IL-2 HTRF, 48 h; Potency, µM (top dose mostly 9.22 µM), inactives show at the highest dose activation of IL-2 secretion, usual class: activators; 330,000 tested, under 10 active; note: % of control where 0% means no effect
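Readout: HTRF IL-2, Eu-cryptate/d2 antibody pair, 320nm excitation, 665nm emission. Stimulus: a-CD3 beads, no co-stimulation. Cells: primary human leukocytes. Exposure: 48 hr with compound.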
Giardia kill: kills Giardia lamblia; Giardia lamblia trophozoite viability; 340,000 compounds, 0.15% hits; activity change, % at 7.66 µM, hits read low; in the data active = activity change below about -80%; inconclusive = between about -30% and that limit;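 note: parasites exposed to compound for two days anaerobically before the ATP read; % is set by controls: 0 for no effect and ±100 for the full control effect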
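Media and compound were dispensed first, then trophozoites at 100 cells/well; plates sat 48 hrs at 37 deg C without oxygen before ATP luminescence reagent was added and read after 15-30 min at room temperature.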
GALK inhibitor: inhibitors of human galactokinase | P51570 | Purified GALK, Kinase-Glo residual ATP luminescence | Potency, µM (series often up to 57.5 µM), for inactives: top-dose activity change, negative = inhibition, actives largely listed as inhibitors | 270,000 compounds, 0.007% hits; note: potency is the fitted concentration of half-maximal effect; % is set by controls: 0 for no effect and ±100 for the full control effect
Target sequence (P51570 whole entry, looked up): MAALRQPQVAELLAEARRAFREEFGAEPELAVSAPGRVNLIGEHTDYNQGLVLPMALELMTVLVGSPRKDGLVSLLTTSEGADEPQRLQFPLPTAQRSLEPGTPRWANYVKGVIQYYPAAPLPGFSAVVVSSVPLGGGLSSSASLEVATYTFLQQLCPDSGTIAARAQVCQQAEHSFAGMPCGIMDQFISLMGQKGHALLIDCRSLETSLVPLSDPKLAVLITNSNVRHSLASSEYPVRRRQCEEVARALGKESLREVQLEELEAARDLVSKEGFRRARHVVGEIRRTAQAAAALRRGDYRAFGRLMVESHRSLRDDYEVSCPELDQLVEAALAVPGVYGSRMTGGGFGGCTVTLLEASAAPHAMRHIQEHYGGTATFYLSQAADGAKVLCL
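ATP-depletion format; final 35 uM ATP, 100 uM D-galactose, 5 nM enzyme; pH 8.0 HEPES/Mg2+ buffer; 60 min RT; luminescence read 10 min after detection reagent.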
A-T KAP1 phos: potential ataxia-telangiectasia treatments restoring KAP-1 phosphorylation | […] A-T fibroblasts, KAP-1 phosphorylation AlphaLISA; neocarzinostatin DNA damage 30 min before lysis | Potency, µM (doses to about 57.5 µM), without a hit: at the top dose activation, most hits filed as activators | 320,000 compounds, 0.19% hits | AID 485349; note: potency is the fitted concentration of half-maximal effect; % of control where 0% means no effect; nearly all actives have a fitted effect of over 45% in size
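hTERT-immortalized A-T patient fibroblasts ([…]), 500 cells/well in OPTI-MEM, 1% FBS, got compounds for 60 min, then NCS for 30 min at 37C. Lysates were then assayed for phospho-KAP-1 by AlphaLISA (anti-pKAP1 donor, anti-KAP1 acceptor beads), 6 hr at 25C.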
Tb PFK inh: T. brucei PFK enzyme inhibition; O15648; T. brucei PFK, ADP-Glo luminescence; Potency, µM (series often up to 57.5 µM), without a hit: top-dose activity, negative = inhibition, hits mostly inhibitors; 330,000 compounds, 0.17% hits;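 note: potency is the fitted concentration of half-maximal effect; 0% = uninhibited 1x PFK enzyme wells and -100% = no-enzyme wells; nearly all actives have a fitted effect of over 60% in size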
Target sequence (O15648 whole entry, looked up): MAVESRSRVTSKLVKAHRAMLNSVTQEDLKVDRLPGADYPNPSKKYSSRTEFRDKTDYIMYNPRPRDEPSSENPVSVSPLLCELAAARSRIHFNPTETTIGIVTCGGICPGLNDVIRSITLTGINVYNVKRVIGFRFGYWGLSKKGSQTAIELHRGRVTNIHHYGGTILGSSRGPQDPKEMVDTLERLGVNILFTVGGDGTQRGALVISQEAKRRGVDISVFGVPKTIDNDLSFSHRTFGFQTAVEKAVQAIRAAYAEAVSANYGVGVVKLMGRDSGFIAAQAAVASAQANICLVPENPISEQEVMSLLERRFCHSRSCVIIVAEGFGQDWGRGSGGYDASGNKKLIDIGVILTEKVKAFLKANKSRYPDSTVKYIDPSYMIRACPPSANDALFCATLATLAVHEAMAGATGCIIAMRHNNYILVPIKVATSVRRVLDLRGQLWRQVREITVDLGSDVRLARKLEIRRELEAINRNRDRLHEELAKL
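ADP-Glo luminescence quantified ADP after 45 min at room temperature, with 1.25 nM T. brucei PFK, 0.1 mM ATP and 0.5 mM fructose-6-phosphate in pH 8.0 TEA buffer. qHTS titrations up to 57 µM; curves classified by quality.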
FBPA coupling cs: inhibits coupling enzyme system, counter-screen for aldolase hits. activity change, negative = inhibition, % at 58.2 µM, hits read low. coupling enzyme system counterscreen, AmpLite Red fluorescence. AID 2472. 290,000 compounds, 0.67% hits; in the data active = activity change below about -30%; note: % is set by controls: 0 for no effect and ±100 for the full control effect
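Activity here indicates interference with the coupling reaction, not aldolase inhibition. Compounds at 57.5 uM final met coupling enzymes for 10 min at RT; substrate and AmpLite Red detection followed, with a 525/598 nm fluorescence read after 20 min.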
* marks the source's active call; other numbers are inactive results; i = inactive; ? = inconclusive; . = not tested or not shown; & = joins results of further samples; [ ] = dose if it differs, or a comment. Unless noted, calls come from the whole dose curve; as a rule, active = well fitted curve in the direction sought with a large enough effect; inconclusive = small, poorly fitted or top-dose-only effect, or another doubt; inactive = no such curve, though single readings can be large; an effect the other way counts as inactive or inconclusive.

SMILES	KCNH2 WT inh	CXXC DNA block	BCR signal inh	TSHR antagonist	TCR act	Giardia kill	GALK inhibitor	A-T KAP1 phos	Tb PFK inh	FBPA coupling cs
CS(=O)(=O)N1CCc2ccc(NC(=O)C3CCCO3)cc2C1 (stereo not drawn)	-1.6	-5.7%	-0.6%	13.0	-0.4%	-2.4	-4.5%	4.4%	1.5%	.
COc1ccc(OC)c(-n2c(Cn3c(-c4ccccn4)nc4ccccc43)n[nH]c2=S)c1	-4.0	10.3%	?	-0.2	2.4%	11.4	8.1%	-0.1%	-0.2%	0.1
COC(=O)C1=C(C)N(c2ccc(OC)c(OC)c2)C(=O)/C1=C\c1ccco1	4.2	9.8%	-6.5%	-8.6	-0.7%	5.4	-1.2%	-7.5%	2.5%	0.2
O=C(NCCC(=O)N1CCN(S(=O)(=O)c2ccccc2)CC1)c1ccc(Br)cc1	2.8	.	1.2%	1.2	0.6%	-0.1	.	10.0%	-0.6%	.
Cc1ccc(S(=O)(=O)N2CCCC2CNC(=O)C(=O)NCc2cccs2)cc1 (stereo not drawn)	-4.9	.	?	7.0	-0.2%	-0.8	.	-3.1%	-4.0%	.
COc1cc(C(=O)OCC(=O)N2c3ccccc3NC(=O)C2(C)C)ccc1OCC(C)C	-10.5	.	-14.4%	5.5	4.5%	19.4	.	-6.7%	-15.1%	.
COc1cc(C(=O)N(Cc2ccco2)Cc2cc3ccccc3[nH]c2=O)cc(OC)c1OC	-12.3	6.1%	-0.6%	-11.0	-3.0%	17.3	-0.5%	3.4%	0.2%	5.5
CCNCCC(CCC(C)C)c1ccc2c(c1)OCO2 (stereo not drawn)	-79.0*	-9.4%	?	29.7	-5.1%	-13.4	-3.3%	2.8%	1.9%	1.8
CCOc1c(O)ccc(C2NC(=O)NC(C)=C2C(=O)OC)c1[N+](=O)[O-] (stereo not drawn)	-0.3	6.4%	-2.5%	28.1	0.4%	-16.4	-1.8%	2.0%	3.2%	0.1
COC(=O)c1c(C)c2c(C)cc3ccccn3c-2c1C(=O)OC	-2.9	-26.8%	17.7%	-8.8	3.3%	9.6	-3.7%	-0.3%	-2.4%	-5.9
COc1ccc(C(=O)c2ccc(Cl)cc2)cc1	1.5	-10.5%	?	-1.2	0.8%	8.3	-0.8%	1.7%	-2.7%	2.4
COC(=O)c1cccc(C#CC(NP(=O)(c2ccccc2)c2ccccc2)c2ccccc2)c1 (stereo not drawn)	.	6.2%	?	-3.4	-2.0%	-0.5	-1.6%	-9.7%	-3.7%	0.9&1.2
CCN1CCN(C(=O)C2(NC(=O)Nc3cccc(F)c3)CCCCC2)CC1	3.5	-2.6%	12.5%	-3.9	4.9%[46.1 µM]	-6.2	0.2%	.	-3.7%	2.1
NC(=O)c1cc([N+](=O)[O-])ccc1Nc1ccccc1	-18.8	.	-1.5%	-6.7	-6.7%	8.0	.	15.8%	6.7%	.
NC1=C([N+](=O)[O-])C(c2ccc(F)cc2)C2=C(CCCC2=O)O1 (stereo not drawn)	-0.3	-4.3%	-2.0%	2.0	-6.0%[46.1 µM]	10.7	1.2%	5.1%	-0.3%	-3.8
CCc1ccc(-c2cnc3ccccc3n2)cc1NC(=O)CNC(=O)c1ccccc1	-4.7	6.2%	?	4.1	0.6%	3.1	0.7%	-2.7%	-12.5%	-3.1
COc1ccc(CN2CCN(Cc3cccc(OC)c3)C(CCO)C2)cc1 (stereo not drawn)	12.0	-1.3%	?	-0.7	3.4%	8.9	7.4%	10.1%	3.2%	-1.2
COc1ccc(N(C(=O)CNC(=O)c2ccco2)C(C(=O)NCC2CCCO2)c2ccccc2)cc1 (stereo not drawn)	10.6	-5.8%	-2.7%	-12.4	-5.7%	-8.9	16.1%	2.2%	1.0%	-0.1
NNC(=O)/C(=C\c1ccco1)NC(=O)c1ccco1	-7.5	0.1%	?	24.9	4.2%	5.8	0.3%	3.0%	3.6%	-0.5
CCOP(=O)(OCC)C(Nc1ccccn1)c1ccccc1 (stereo not drawn)	47.8	-3.5%	-7.0%	2.1	1.1%[46.1 µM]	4.4	0.1%	1.7%	0.0%	2.7
Cc1ccc(C(=O)Nc2c(C#N)c(C)c(C)n2Cc2ccccc2)cc1	8.3	12.2%	13.1%	-6.2	-2.4%	-2.5	-2.7%	-5.0%	-0.3%	1.4
O=C1CCC/C=C\C[C@H](CC(=O)N(CCO)Cc2ccccc2)C(=O)N2CCC[C@@H]2CO1	.	.	1.1%	13.4	2.1%	0.9	.	10.2%	-2.0%	.
CCCc1nn(C)c(C(=O)Nc2ccc(CC)cc2)c1Cl	0.0	9.8%	-0.8%	-18.7	0.4%[46.1 µM]	17.6	2.1%	7.6%	2.5%	1.1
COCCCNC(=O)C(=O)Nc1cc2c3c(c1)CCC(=O)N3CCC2	-2.5	-10.9%	-12.8%	11.6	1.9%	-25.3	2.1%	2.9%	-1.9%	-2.3
CCCn1c(C)cc(C(=O)COC(=O)c2ccc(Cl)c(S(=O)(=O)N3CCCC3)c2)c1C	21.0	0.1%	-16.0%	-0.4	-3.4%	10.6	6.6%	3.5%	0.9%	-1.7
CCn1c(SCC(=O)Nc2nncs2)nnc1C(C)NC(=O)c1ccccc1Br (stereo not drawn)	-4.3	-17.6%	0.1%	14.4	-4.0%	15.4	-0.9%	-1.3%	1.3%	4.2
CC(=O)Nc1ccc(N/C=C/C(=O)c2ccccc2)cc1	-1.9	-6.1%	-9.0%	7.7	.	3.3	3.8%	-0.7%	-0.8%	0.2
CSc1c(C#N)sc(=S)n1-c1ccc(C)cc1	-0.2	-0.3%	2.3%	-8.8	4.1%	4.4	-0.1%	9.6%	5.9%	4.7
c1ccc2[nH]c(NN=C3CCCCCC3)nc2c1	2.5	-3.2%	?	15.1	-2.7%	17.6	1.1%	3.2%	-2.7%	0.1
O=C(NC(Cc1c[nH]c2ccccc12)C(=O)O)c1ccccc1 (stereo not drawn)	-0.2	-17.2%	0.0%	8.8	-3.5%	-12.3	1.8%	.	0.7%	6.6
O=c1c2ccccc2oc2cc(OCc3cccc(F)c3)cc(O)c12	6.8	7.7%	-2.6%	34.2	-4.7%	42.7[activator]	-2.4%	4.2%	-3.7%	1.8
COC(=O)[C@]1(Cc2ccccc2)N[C@H](c2ccc(-c3ccc(F)cc3)cc2)[C@@H]2C(=O)N(C)C(=O)[C@@H]21	1.9	.	?	-2.3	-3.0%	-26.0	.	-5.2%	0.0%	.
O=C(OCc1ccccc1)N1CCCC1/C=C/CN1CCOCC1 (stereo not drawn)	i	-0.3%	6.3%	-4.2	4.4%	17.6	0.8%	5.0%	2.2%	-0.9
COc1ccc(NC(=S)N2CCN(S(C)(=O)=O)CC2)cc1	7.5	7.4%	-2.2%	-1.1	5.2%	4.3	-3.4%	9.8%	-1.7%	.
Cn1c(Cl)cnc1C(O)c1ccccc1 (stereo not drawn)	6.7	6.9%	0.9%	-1.9	.	-16.1	4.3%	10.4%	-8.4%	8.9
O=C(CCN1C(=O)/C(=C\c2ccccc2)SC1=S)N1CCCCC1	-2.5	-1.3%	1.5%	-0.6	-1.7%	-13.0	3.5%	-5.1%	-13.1%	-1.6
O=C1CCC/C=C\C[C@@H](CC(=O)N(CCO)Cc2ccccc2)C(=O)N[C@H](c2ccccc2)CO1	5.5	.	4.8%	-5.5	-1.5%	-9.7	.	3.9%	1.0%	.
COc1cccc(NC2SC(=O)N(c3ccccc3)C2=O)c1 (stereo not drawn)	-2.3	2.7%	?	2.9	-0.3%[46.1 µM]	1.9	-2.3%	10.2%	2.4%	1.4
CCc1nnc(NC(=O)c2ccc(S(=O)(=O)N(CCOC)CCOC)cc2)o1	-16.6	-6.5%	4.2%	15.7	5.8%	-7.1	-0.6%	1.5%	-0.5%	-0.6
CCOC(=O)C1CCN(C(=O)Cc2cccs2)CC1	-6.8	0.9%	?	4.3	5.8%	-21.5	-1.2%	-0.6%	-2.4%	-1.3
Cc1c(C=O)c2ccccc2n1CCOc1ccccc1	-3.7	-1.9%	8.3%	-49.2	6.6%	15.1	-0.5%	22.3%	-19.8%	0.0
COCCN1C(=O)N[C@@H](c2cccc(C(F)(F)F)c2)[C@H](C(C)=O)[C@H]1C	-4.0	.	.	.	7.3%	-4.8	.	.	.	-0.3

For reference, 2 of the compounds above:
SMILES	KCNH2 WT inh	CXXC DNA block	BCR signal inh	TSHR antagonist	TCR act	Giardia kill	GALK inhibitor	A-T KAP1 phos	Tb PFK inh	FBPA coupling cs
Cc1c(C=O)c2ccccc2n1CCOc1ccccc1	-3.7	-1.9%	8.3%	-49.2	6.6%	15.1	-0.5%	22.3%	-19.8%	0.0
COCCN1C(=O)N[C@@H](c2cccc(C(F)(F)F)c2)[C@H](C(C)=O)[C@H]1C	-4.0	.	.	.	7.3%	-4.8	.	.	.	-0.3

From PubChem

Rows were taken by chance. About 1.6% of those tested had a hit in this group.
